Screening results as filed in PubChem BioAssay.
CTSL1 counter: counter-screen for PFM18AAP inhibitors: inhibitors of F. hepatica cathepsin L1 | recombinant F. hepatica cathepsin L1, Z-Leu-Arg-MCA fluorescence | hit rate 0.49% among 300,000 | inhibition, % at 5.96 µM;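 active means inhibition above the mean of all tested compounds plus 3 SD, set per screening campaign, cut at about 17% in these data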;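 further: 0% = plate median of test compound wells and 100% = 1 µM Z-Phe-Ala-diazomethylketone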
PAFAH2 FP inh: PAFAH2 (human) inhibition. Q99487. hit rate 0.99% among 340,000. recombinant PAFAH2, FP-rhodamine activity probe, fluorescence polarization. inhibition, % at 3.39 µM;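 active means inhibition above the mean over all tested compounds plus 3 SD, cut at about 30% in these data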;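 further: inhibitors block probe labeling of enzyme so polarization drops; 0% = enzyme with DMSO and 100% = wells lacking PAFAH2 protein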
procasp7 counter: activates human procaspase-7, counter-screen for procaspase-3 activators | P55210 | activation, % at 8.5 µM | recombinant procaspase-7, Ac-DEVD-pNA absorbance 405 nm; D23A/D198A/D206A triple mutant, cannot self-cleave; scale: DMSO 0, 5 µM enzyme 100 | hit rate 0.093% among 330,000;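 active means percent activation above the screen-wide mean plus 3 SD, cut at about 25% in these data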
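Assay system: Uncleavable procaspase-7 mutant enzyme; Input: 2 µM procaspase-7 mutant as dispensed; Also added: DEVD-pNA substrate; Medium: Zinc-free HEPES pH 7.4 with 300 mM NaCl, 0.01% Triton X-100; Timing: 1 h compound preincubation, 2 h substrate cleavage, 25 °C; Measured by: Epi-absorbance of released pNA at 405 nm, two timepoints.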
procasp3 activ: procaspase-3 (human) activation; P42574; recombinant procaspase-3 D3A, Ac-DEVD-pNA absorbance 405 nm; activation, % at 8.5 µM; hit rate 0.11% among 330,000; AID 463141;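 active means activation above the mean of all tested compounds plus 3 SD, cut at about 21% in these data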;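 further: 0% = DMSO alone and 100% = DMSO wells spiked with extra 5 µM PC-3 D3A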
Target sequence (P42574 whole entry D9A/D28A/D175A): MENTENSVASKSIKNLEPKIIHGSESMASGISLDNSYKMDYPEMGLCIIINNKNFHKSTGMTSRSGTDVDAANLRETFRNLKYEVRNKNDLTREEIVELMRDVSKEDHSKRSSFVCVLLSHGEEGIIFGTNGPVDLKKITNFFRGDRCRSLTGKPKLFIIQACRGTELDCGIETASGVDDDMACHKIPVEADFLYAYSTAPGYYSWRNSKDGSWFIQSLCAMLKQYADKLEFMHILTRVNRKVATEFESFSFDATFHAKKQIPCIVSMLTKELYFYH
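System: Procaspase-3 D3A mutant. Medium: Zinc-free 300 mM NaCl, 50 mM HEPES, 0.01% Triton X-100. Schedule: 1 h preincubation plus 2 h reaction at 25 °C. Measured by: 405 nm absorbance of p-nitroaniline, reads at 0 and 120 min. Read-out: percent activation relative to control range.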
PP1 inh: PP1-alpha (human) inhibition in PP5 counter-screen | P62136 | purified PP1alpha, OMFP fluorescence | inhibition, % at 6.7 µM | hit rate 0.9% among 320,000 | AID 2235;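 active means inhibition above the mean inhibition of all tested compounds plus 3 SD, computed separately for each screening campaign, cut at about 15% in these data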
HCV core dimer: blocks dimerization of HCV core protein | hit rate 0.33% among 300,000 | TR-FRET GST/Flag-core106 dimerization, 1536-well | AID 1899 | inhibition, % at 5 µM;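 active means inhibition above the mean of all tested compounds plus 3 SD, set per screening campaign, cut at about 45% in these data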
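Assay system: tagged HCV core106 pair (GST and Flag); medium: KF-containing HEPES buffer, pH 7.45, DTT, CHAPS, BSA; also added: Eu donor and XL665 acceptor anti-tag antibodies; dosing: 5 µM single dose; timing: compound-protein-antibody incubation 4 h at 22.5 °C; signal: TR-FRET 671 and 617 nm emission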
PP5 inh: blocks human protein phosphatase 5 activity; purified PP5c, OMFP substrate fluorescence; hit rate 0.18% among 320,000; inhibition, % at 6.7 µM;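 active means inhibition above the campaign's mean inhibition across all tested compounds plus 3 SD, cut at about 9.5% in these data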;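 further: 0% = DMSO only and 100% = 100 µM cantharidin control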
AHR activator: activators of human aryl hydrocarbon receptor | AHR-responsive luciferase reporter cells, luminescence | activation, % at 5 µM | hit rate 2.5% among 320,000; in the data active means activation above about 47%;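 further: 0% = vehicle wells and 100% = reference agonist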
Target sequence (P35869 whole entry, looked up): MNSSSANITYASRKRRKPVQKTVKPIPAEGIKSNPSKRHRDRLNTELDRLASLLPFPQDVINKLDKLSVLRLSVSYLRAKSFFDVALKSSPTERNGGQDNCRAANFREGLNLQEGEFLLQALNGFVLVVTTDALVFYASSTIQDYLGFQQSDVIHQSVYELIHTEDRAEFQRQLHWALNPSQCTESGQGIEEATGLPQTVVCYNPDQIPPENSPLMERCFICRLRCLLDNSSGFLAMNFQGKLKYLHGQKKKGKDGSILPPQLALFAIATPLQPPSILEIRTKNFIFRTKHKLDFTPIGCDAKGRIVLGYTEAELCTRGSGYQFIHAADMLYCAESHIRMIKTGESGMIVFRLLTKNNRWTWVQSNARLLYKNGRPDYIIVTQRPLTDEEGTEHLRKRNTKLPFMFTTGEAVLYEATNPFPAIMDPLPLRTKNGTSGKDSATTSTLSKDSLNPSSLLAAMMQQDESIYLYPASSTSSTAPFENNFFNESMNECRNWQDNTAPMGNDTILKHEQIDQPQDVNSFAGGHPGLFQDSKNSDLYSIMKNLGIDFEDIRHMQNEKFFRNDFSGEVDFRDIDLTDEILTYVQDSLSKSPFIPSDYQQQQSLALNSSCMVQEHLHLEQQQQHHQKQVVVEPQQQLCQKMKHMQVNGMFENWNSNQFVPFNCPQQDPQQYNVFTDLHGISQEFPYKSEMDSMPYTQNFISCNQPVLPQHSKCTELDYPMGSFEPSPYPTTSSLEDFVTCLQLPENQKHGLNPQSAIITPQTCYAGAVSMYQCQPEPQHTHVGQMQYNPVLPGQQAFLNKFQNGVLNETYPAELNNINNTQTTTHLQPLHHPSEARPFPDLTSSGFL
TPT1 inhibitor: C. albicans TPT1 enzyme inhibition | recombinant caTPT1, FP RNA substrate dephosphorylation | inhibition, % at 5 µM | hit rate 0.81% among 300,000 | AID 1962;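 active means inhibition above the mean of all tested compounds plus 3 SD, set per screening campaign, cut at about 24% in these data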;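 further: plate controls were DMSO alone for no effect and ferristatin control at 100 nM for full effect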
An asterisk follows results filed as active; nt = not tested or not shown. This is a subset (hit frequency here may not be typical).

SMILES | CTSL1 counter | PAFAH2 FP inh | procasp7 counter | procasp3 activ | PP1 inh | HCV core dimer | PP5 inh | AHR activator | TPT1 inhibitor
O=[N+]([O-])c1cnc[nH]1 | 3 | 12 | 7 | -2 | -3 | -5 | -1.4 | -2 | -1
COC(=O)C1=C(c2ccccc2OCc2ccccc2)C[C@@H]2CC[C@H]1N2C(=O)NCCOc1ccccc1Cl | nt | 0 | 7 | -1 | 9 | nt | 2.5 | 2 | nt
CC(=O)N1N=C2C3CCN(CC3)C2C1c1ccc(F)cc1 (stereo not given) | 1 | -5 | 1 | -6 | -2 | 0 | 2.2 | -2 | 5
COCCCNC(=O)c1c(NC(=O)c2ccccc2)n(Cc2ccccc2)c2nc3ccccc3nc12 | -1 | -7 | -4 | 0 | 0 | -1 | 4.8 | 1 | 13
COc1cccc(-n2c(=S)[nH]c3ccccc3c2=O)c1 | -1 | -7 | 8 | 0 | 1 | -8 | 2.1 | -3 | -2
CCCNC(=O)N1[C@H]2CC[C@@H]1C(C(=O)OC)=C(c1ccc(F)cc1F)C2 | nt | 6 | 15 | 7 | -3 | nt | 0.1 | -1 | nt
FC(F)(F)c1ccccc1CCN1CCNCC1 | 4 | -1 | 6 | 6 | 1 | -18 | 0.7 | 2 | -2
O=C(Nc1ccc2ccccc2c1)N1C[C@H]2C[C@@H](C1)c1cccc(=O)n1C2 | 0 | -3 | 7 | -9 | -2 | -2 | -1.3 | 1 | 0
CCOP(=O)(OCC)C(O)c1cccnc1 (stereo not given) | -1 | 0 | 3 | 11 | -4 | -7 | 3.9 | 0 | -5
CN1c2ccc([N+](=O)[O-])cc2CC2(C(=O)NC(=O)N(c3ccc(Br)cc3)C2=O)C1c1ccccc1 (stereo not given) | 5 | -14 | -12 | -6 | 9 | 16 | 2.3 | 76* | 0
CCN(CC)C(=O)c1ccc(NC(=O)c2cccc(S(=O)(=O)N3CCN(Cc4ccccc4)CC3)c2)cc1 | 4 | 1 | 5 | -1 | -4 | 7 | 1.4 | -1 | 1
O=C(O)C(Cl)Cl | -5 | nt | -5 | -14 | -8 | -1 | -4.0 | -1 | -2
COc1cc(C(=O)OC2C[C@H]3CC[C@@H](C2)N3)ccc1O (stereo not given in full) | 1 | -11 | -4 | -2 | -3 | 2 | -0.9 | 1 | 1
CC1CCN(C(=O)C(C)Cl)CC1 (stereo not given) | -2 | -8 | 12 | 1 | -2 | -4 | -2.6 | 0 | -4
O=c1[nH]c(=O)n(CCC2=CCCCC2)c(O)c1/C=N/Nc1ccccc1 | 1 | -1 | -33 | -9 | 10 | -5 | 1.6 | 9 | 6
CC12CN3CC(C)(CN(C1)C3c1ccncc1)C2=O (stereo not given) | 0 | -5 | -2 | 1 | -5 | 4 | -1.2 | 4 | -6
Cn1cc([N+](=O)[O-])c(C(=O)Nc2ccc3c(C(F)(F)F)cc(=O)oc3c2)n1 | 1 | 3 | 2 | -8 | -2 | -5 | 1.5 | 29 | 1
CN1CCN(c2ccc([N+](=O)[O-])cc2Cl)CC1 | 6 | 1 | 7 | -1 | -6 | -2 | 0.6 | -2 | -2
COC(=O)C1=C(c2ccc(OC)c(OC)c2)C[C@@H]2CC[C@H]1N2C(=O)NCCc1ccccc1 | nt | 4 | 7 | 0 | -2 | nt | 0.1 | 1 | nt
CN1C(=O)N(C)C(=O)C2(Cc3ccccc3N3CCOCC32)C1=O (stereo not given) | 0 | -1 | -10 | 5 | -1 | -2 | 3.1 | 0 | -2
Brc1ccc(Oc2cc(Br)c(Br)cc2Br)c(Br)c1 | nt | 2 | 8 | 6 | -1 | nt | -0.8 | -1 | nt
Cc1ccc(S(=O)(=O)N(c2cc(Cl)c(O)c(Cl)c2)P(=O)(OC(C)C)OC(C)C)cc1 | 1 | 12 | 7 | 2 | -4 | 2 | -3.8 | 0 | 3
CN(CCc1ccccc1)Cc1c[nH]c2ccccc12 | 0 | -5 | -2 | 4 | 0 | -5 | 1.4 | 12 | 0
O=C(C[N+]12CCC(CC1)C(OC(=O)c1ccccc1)C2)c1ccc([N+](=O)[O-])cc1 (stereo not given) | 1 | -1 | 3 | -3 | -2 | 2 | -3.8 | 0 | -2
COc1cc(O)cc2c1C(=O)OC(C)CCCC(=O)CCC/C=C\2 (stereo not given) | -1 | -4 | 3 | 0 | 1 | 5 | 5.1 | 18 | 1
CNCC(=O)c1ccccc1 | -2 | nt | -6 | 9 | -4 | 1 | -1.1 | 1 | 2
CC(C)C12CN3CCN(CC(C3)C1O)C2 (stereo not given) | -1 | -1 | 4 | 3 | -4 | 2 | -0.2 | -1 | -2
O=C(O)C1CSC(c2cccnc2)N1 (stereo not given) | -3 | -7 | 10 | 6 | 2 | -6 | 0.9 | 7 | -3
CCCNc1nc(OC)nc(N2CC3CC(C2)c2cccc(=O)n2C3)n1 (stereo not given) | 8 | 3 | 12 | 1 | -2 | -2 | 6.5 | 2 | -1
COC(=O)C1=C(c2ccc(F)cc2OCc2ccccc2)C[C@@H]2CC[C@H]1N2C(=O)NCc1ccco1 | nt | 9 | -1 | -1 | 4 | nt | 3.1 | -3 | nt

Three of the compounds above, with each value named:
CN1CCN(c2ccc([N+](=O)[O-])cc2Cl)CC1
  CTSL1 counter: 6 | PAFAH2 FP inh: 1 | procasp7 counter: 7 | procasp3 activ: -1 | PP1 inh: -6 | HCV core dimer: -2 | PP5 inh: 0.6 | AHR activator: -2 | TPT1 inhibitor: -2

COc1cc(O)cc2c1C(=O)OC(C)CCCC(=O)CCC/C=C\2 (stereo not given)
  CTSL1 counter: -1 | PAFAH2 FP inh: -4 | procasp7 counter: 3 | procasp3 activ: 0 | PP1 inh: 1 | HCV core dimer: 5 | PP5 inh: 5.1 | AHR activator: 18 | TPT1 inhibitor: 1

CC12CN3CC(C)(CN(C1)C3c1ccncc1)C2=O (stereo not given)
  CTSL1 counter: 0 | PAFAH2 FP inh: -5 | procasp7 counter: -2 | procasp3 activ: 1 | PP1 inh: -5 | HCV core dimer: 4 | PP5 inh: -1.2 | AHR activator: 4 | TPT1 inhibitor: -6

Additional compounds:
SMILES | CTSL1 counter | PAFAH2 FP inh | procasp7 counter | procasp3 activ | PP1 inh | HCV core dimer | PP5 inh | AHR activator | TPT1 inhibitor
COc1cc2c(C(=O)N3CCN(C)CC3)c(C)n(C)c2cc1Br | 2 | 1 | 4 | 0 | -2 | -5 | 0.1 | 0 | -22
COC(=O)[C@@H](N)CCCN=C(N)N[N+](=O)[O-] | -7 | -3 | -1 | 4 | -1 | 1 | 1.6 | -3 | -1
CNC(=O)c1cccn(Cc2ccc(C(F)(F)F)cc2)c1=O | 1 | 3 | 12 | -1 | -1 | -2 | 1.9 | 1 | 2
CC(=O)C1CCC2C3CCC4CC(O)CCC4(C)C3CCC12C (stereo not given) | 8 | 6 | 1 | 4 | -1 | 10 | 0.9 | 9 | 3
[N-]=[N+]=NCc1cn2cccnc2n1 | -4 | -2 | -1 | -3 | 0 | -1 | 1.5 | 0 | 8
O=c1[nH]c2ccccc2c(=O)n1-c1ccc(Cl)cc1Cl | 3 | 5 | 0 | 8 | 0 | 5 | -2.9 | -4 | -3
Cc1ccc2nc(N3CCN(C)CC3)[nH]c2c1 | -1 | -3 | -1 | 4 | -2 | -2 | -0.9 | 10 | -2
COC(=O)C1=C(c2ccc(Cl)c(C(F)(F)F)c2)C[C@@H]2CC[C@H]1N2C(=O)NCc1cc(C)oc1C(F)(F)F | nt | -1 | -2 | 3 | 4 | nt | 5.5 | -2 | nt
COc1ccc(C(=O)NC(=S)N2C[C@H]3C[C@H](C2)c2cccc(=O)n2C3)cc1 | 3 | 4 | -2 | 3 | -2 | 2 | 3.3 | 1 | -1
CC(C)(C)NC(=O)NC(=O)CN1CC=C(c2ccccc2)CC1 | -1 | 2 | 10 | 7 | -2 | 1 | 2.1 | 3 | -2
CCNC(=S)NCCC1=c2ccccc2=N/C1=C\c1c(O)n(C)c(=O)n(C)c1=O | 6 | nt | -12 | -6 | 1 | 4 | 0.9 | 12 | 6
COCCCNC(=O)c1c(N)n(Cc2ccco2)c2nc3ccccc3nc12 | 10 | nt | -17 | -10 | -2 | 4 | -0.3 | 21 | 11
Cc1cc(OC(C)C(=O)NCC2CCC(C(=O)O)CC2)c2c3c(c(=O)oc2c1)CCC3 (stereo not given) | -2 | -5 | 2 | 3 | -3 | 3 | 0.2 | -1 | 2
Cc1ccccc1NC1=NCC(C)S1 (stereo not given) | -5 | 3 | 10 | -2 | -6 | -1 | 1.4 | -2 | 1
COc1ccc(/C=C2\C(=O)NC(=S)N(C)C2=O)cc1C | -4 | 35* | -31 | -11 | -3 | 1 | -1.2 | -1 | 1
CC(C)c1ccccc1OCC(=O)N1CCCN(C)CC1 | 18* | 4 | 6 | 2 | -14 | -3 | 1.0 | 6 | 0
COc1cc(C=C2C(=O)NC(=O)NC2=O)ccc1OS(=O)(=O)c1ccccc1[N+](=O)[O-] | 0 | 0 | -13 | -4 | 3 | 18 | 0.7 | 1 | -1
COc1ccc(C(C)=O)cc1Cc1c(O)[nH]c(=S)[nH]c1=O | -2 | 6 | -11 | -8 | -4 | 3 | 1.2 | 2 | -4
CC1CCC(C(C)C)C(OC(=O)COC(=O)c2ccccc2N)C1 (stereo not given) | -6 | 6 | 0 | 1 | 0 | 0 | 5.8 | 0 | 2
Cc1c(NP(=O)(C(C)(C)C)C(C)(C)C)c(=O)n(-c2ccccc2)n1C | 10 | 2 | 3 | 3 | -3 | -1 | 0.1 | -1 | -1
C=CC1CN2CCC1CC2[C@@H](OC(=O)c1ccc(OC)cc1)c1ccnc2ccccc12 (stereo not given in full) | -2 | 8 | 5 | 2 | -1 | -2 | 6.6 | -2 | 1
COc1cc2c3cc1Oc1cc(ccc1O)C[C@@H]1c4c(cc(OC)c(O)c4Oc4cccc(c4)C[C@@H]3N(C)CC2)CC[N+]1(C)C | -4 | -7 | 2 | -1 | 2 | -7 | 3.4 | -1 | -1
C[C@@H]1C2C[C@@]34COC(=O)C3=CC=C[C@H]4[C@@]13C[C@H](c1ccoc1)O[C@@H]3O2 | -3 | nt | -10 | -10 | 3 | -10 | 2.5 | 0 | -5
COc1ccc2c(c1OC)C(=O)O[C@H]2[C@@H]1c2cc3c(cc2CCN1C)OCO3 | -8 | 5 | -4 | 7 | -11 | -1 | 4.8 | 23 | -1
CCC(=O)OC1(c2cccc(C)c2)CC(C)N(C)CC1C (stereo not given) | 3 | 0 | -2 | -2 | -5 | 2 | 0.2 | 1 | -1
N/C(=N\[N+](=O)[O-])N1CCN(C(=O)c2ccccc2)CC1 | 2 | nt | -9 | -8 | -3 | -4 | -0.2 | 11 | -4
CC(C)c1ccc(-n2c(O)c(C=NC(CCS(C)=O)C(=O)O)c(=O)[nH]c2=S)cc1 (stereo not given) | -3 | -5 | -25 | -12 | -6 | -5 | -1.6 | 0 | 4
CCN1CCN(c2nc3c(c(=O)[nH]2)CCCC3)CC1 | 10 | 2 | 0 | -4 | -7 | 1 | -1.0 | 2 | -4
COc1ccc(N2C(=O)CC(N3CC=C(c4ccccc4)CC3)C2=O)cc1 (stereo not given) | 0 | -3 | -17 | -12 | 0 | 22 | -0.8 | -1 | -1
CC12CN3CCN(CC(C3)C1O)C2 (stereo not given) | -1 | -1 | 3 | 4 | -2 | 2 | 2.5 | 0 | 3
